CaV13 FRET inh: Primary screen for inhibitors of IQ motif and Ca2+-dependent inactivation inhibitor domain binding in CACNA1D, Förster resonance energy transfer in living cells, …; HEK cells, CFP/YFP FRET ICDI-IQ, plate reader, 10 min; percent FRET-ratio fall versus neutral wells; inhibition, % at 12.3 µM; 0.098% of 340,000 active; AID 743397;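 active means mean replicate inhibition of at least 30% and at least 1% of replicates passing that level; inconclusive means only one of the two criteria is met; inactive means neither criterion is met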;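 further: 0% = median of the neutral control wells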
TRPM1 prom inh: reduces MITF-dependent TRPM1 promoter luciferase signal; SK-MEL-5 TRPM1 promoter luciferase, 24 h; inhibition, % at 12.5 µM; 0.83% of 330,000 active;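 active means mean inhibition across replicates of 60% or more, whatever share of single replicates reaches that level; inconclusive means some that reach 60%, reason not given; inactive means mean inhibition across replicates below 60%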; further: values of inactives mirror those of a sister screen read the other way
PDI turbidity: inhibitors of human protein disulfide isomerase | P07237 | PDI insulin aggregation turbidity, A650, 90 min | inhibition, % at 10 µM | 0.052% of 350,000 active | AID 588391;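 active means mean inhibition across replicates of 30% or more, whatever share of single replicates reach that level; inconclusive means mean inhibition below 30% while every single replicate reaches 30%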;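 further: absorbance from insulin aggregation driven by PDI reduction with DTT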
Target sequence (P07237 whole entry, looked up): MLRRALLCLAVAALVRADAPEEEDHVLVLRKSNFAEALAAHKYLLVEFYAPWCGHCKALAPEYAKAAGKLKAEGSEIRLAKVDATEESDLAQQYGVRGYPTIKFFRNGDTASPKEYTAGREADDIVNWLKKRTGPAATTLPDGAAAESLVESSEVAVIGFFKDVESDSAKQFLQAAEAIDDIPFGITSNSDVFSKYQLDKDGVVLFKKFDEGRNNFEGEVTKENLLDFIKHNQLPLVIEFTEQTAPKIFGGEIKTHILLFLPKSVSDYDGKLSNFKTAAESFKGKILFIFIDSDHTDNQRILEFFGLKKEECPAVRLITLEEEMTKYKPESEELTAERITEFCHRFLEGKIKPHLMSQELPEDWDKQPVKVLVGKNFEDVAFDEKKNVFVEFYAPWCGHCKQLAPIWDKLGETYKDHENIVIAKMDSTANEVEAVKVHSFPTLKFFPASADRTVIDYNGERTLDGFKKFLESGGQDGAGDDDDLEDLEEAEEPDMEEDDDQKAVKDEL
Peg3 promoter: reduces Peg3 promoter-driven luciferase expression in HeLa | HeLa PEG-Prom luciferase reporter, luminescence, overnight | inhibition, % at 20 µM | 1.7% of 360,000 active | AID 588405;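 active means inhibition of at least 50% at 20 µM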
HIF-2a inh: inhibitors of HIF-2a; AID 624352; inhibition, % at 18.8 µM; 0.72% of 360,000 active; 786-0 RCC cells HIF-2a reporter, luciferase luminescence, overnight;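 active means inhibition of the luminescence signal of 40% or more relative to plate controls, in a single-dose primary screen at 18.75 µM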
Vif imaging: HIV Vif inhibition; HEK293T cells, Vif self-association by quenched fluorescence, imaging, 24 h; inhibition, % at 7.49 µM; 0.35% of 340,000 active; AID 602346; in the data active means inhibition above about 50%, passing the limit was not always enough; inconclusive means no clear call, values can overlap the other calls; inactive means below about 31%; further: some results filed as inactive read as strong as hits
NR2E3 ag-1: NR2E3 (human) agonism; GST-NR2E3/biotin-RetCOR TR-FRET, 1536-well; inhibition of corepressor binding, % at 4.78 µM; 0.12% of 320,000 active; Q9Y5X4; AID 2300;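 active means percent inhibition above the cutoff of mean plus 3 SD of all tested compounds, set per screening campaign, cut at about 20% in these data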;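 further: 0% = DMSO wells and 100% = biotin wells as full block of FRET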
Target sequence (Q9Y5X4 whole entry, looked up): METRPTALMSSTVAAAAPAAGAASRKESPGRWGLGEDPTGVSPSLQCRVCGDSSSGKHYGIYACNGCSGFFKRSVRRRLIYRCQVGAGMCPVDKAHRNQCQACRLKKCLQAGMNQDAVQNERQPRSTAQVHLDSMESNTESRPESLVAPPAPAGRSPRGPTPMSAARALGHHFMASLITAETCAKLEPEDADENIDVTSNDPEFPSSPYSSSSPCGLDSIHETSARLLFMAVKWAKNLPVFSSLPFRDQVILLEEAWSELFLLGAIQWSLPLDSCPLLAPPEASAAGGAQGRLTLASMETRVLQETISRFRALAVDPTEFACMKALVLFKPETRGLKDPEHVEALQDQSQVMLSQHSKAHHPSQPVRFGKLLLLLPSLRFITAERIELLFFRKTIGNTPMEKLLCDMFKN
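Material – GST-tagged NR2E3 plus biotinylated RetCOR corepressor · Quantity – NR2E3 fusion 1.35 nM · Times – 5 h incubation at 4 °C · Medium – pH 7.5 Tris-based buffer · Technique – TR-FRET, Eu(K)-anti-GST donor, streptavidin-D2 acceptor, ex 340, em 617/671 nm · Benchmarks – high control biotin, low control 0.6% DMSO · Format – 1536-well plates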
CF NFkB block: cystic fibrosis NF-kB activation inhibition. KKLEB NF-kB-GFP reporter, PAF-induced, GFP fluorescence overnight. inhibition, % at 5 µM. 0.86% of 360,000 active;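 active means at least 50% inhibition at 5 µM, scaled per plate between neutral and stimulator controls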;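 further: PAF is a Pseudomonas aeruginosa culture filtrate used as stimulus; plate controls were PAF-stimulated DMSO wells for no effect and unstimulated DMSO wells for full effect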
NR2E3 ag-2: activates human NR2E3 receptor. Q9Y5X4. CHO-S Gal4-NCOR/VP16-NR2E3 two-hybrid, luciferase. inhibition of corepressor binding, % at 3.98 µM. 0.35% of 360,000 active. AID 602229;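 active means inhibition above the mean of all tested compounds plus 3 SD, cut at about 70% in these data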;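 further: 0% = DMSO with NR2E3 transfected cells and 100% = cells lacking NR2E3 construct; higher means lower luciferase signal from less NR2E3 corepressor binding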
KKLEB cytotox: counter-screen for CF NF-kB inhibitors: cytotoxicity. 0.36% of 360,000 active. KKLEB CF airway cells viability, ATPlite luminescence, overnight; stronger effect = lower value; cells stimulated with P. aeruginosa culture filtrate. AID 602141. activity change (cytotoxicity), % at 5 µM;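 active means corrected activity change at or below -50% at 5 µM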
Shn3 inh set2: Schnurri-3 reporter inhibition in Clone20 osteoblasts | Clone20 osteoblast Shn3 3'UTR firefly luciferase, 24 h | inhibition, % at 12.5 µM | 0.52% of 360,000 active;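 active means mean inhibition of at least 75% with every replicate also reaching 75%; inconclusive means mean inhibition at least 75% but some replicate below; inactive means mean inhibition below 75%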;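 further: 0% = median of neutral control wells and 100% = pilot-screen positive control compound; some compounds past the cut are filed as inactive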
* hit, by the source's call; ? = inconclusive; / = no result given.

SMILES | CaV13 FRET inh | TRPM1 prom inh | PDI turbidity | Peg3 promoter | HIF-2a inh | Vif imaging | NR2E3 ag-1 | CF NFkB block | NR2E3 ag-2 | KKLEB cytotox | Shn3 inh set2
CC1CCCCN1C(=O)CSc1nc2ccccc2n1CC(=O)N1CCc2ccccc21 (stereo not drawn) | -9 | 13 | -1 | 19 | 15 | -2 | 0 | 7 | -23 | 0 | -5
CCOc1cc2[nH]c(=O)n(CCCCC(=O)NCc3ccco3)c(=O)c2cc1OCC | -5 | 16 | 1 | 15 | 18 | 1 | 4 | -2 | 4 | -8 | -8
COc1ccc(C(=O)C2CCCN(C(=O)c3csc(C(C)=O)c3)C2)c(C)c1 (stereo not drawn) | -3 | -11 | 8 | 7 | 3 | -4 | 1 | 16 | -24 | -1 | -8
Cc1nc(NC(=O)C(Cl)Cl)sc1C(=O)N(C)C | -4 | -3 | -3 | 5 | 18 | 5 | 1 | -2 | 2 | 5 | 14
Cc1ccsc1C(=O)N1CCC1(C)C(=O)NS(=O)(=O)c1ccc(Br)cc1 (stereo not drawn) | -5 | / | -2 | 18 | 12 | 15 | / | 8 | -23 | 6 | -18
Cc1cc2ncn(CS(C)(=O)=O)c2cc1C | -3 | 3 | 5 | -8 | 4 | 1 | -5 | 17 | 1 | 3 | -2
COc1ccc(-c2noc(CCC(=O)Nc3cccc(C)c3)n2)cc1 | / | -9 | 7 | -8 | -53 | -6 | 3 | 3 | -9 | -6 | -7
Cc1ccc(-c2noc(CCC(=O)NCCc3ccccc3Cl)n2)cc1 | / | 3 | 16 | 2 | 3 | 8 | 1 | -8 | 4 | 3 | 8
C/C(=N/NS(=O)(=O)c1ccc(Cl)cc1)c1cccc(NC(=O)c2ccc(Cl)cc2Cl)c1 | 0 | -6 | 6 | -38 | -70 | 0 | 2 | 2 | -102 | 4 | -19
O=C(CCl)N(CCCNC(=O)C(F)(F)F)c1ccc([N+](=O)[O-])cc1 | -2 | 20 | -2 | 24 | -13 | 8 | -1 | 20 | -2 | -6 | -23
COc1cc(NC(=O)CSc2nc(C)c(C)c(C)n2)c(C)cc1[N+](=O)[O-] | -5 | 6 | 1 | 2 | 12 | -4 | -2 | 2 | 23 | 9 | 12
O=C(NNC(=S)Nc1cccc(C(F)(F)F)c1)c1ccccc1Cl | -5 | -1 | -1 | 10 | -72 | -18 | -1 | -6 | -11 | 7 | 3
COc1ccc(C(CNC(=O)c2cc3c(s2)CCC(C)C3)N2CCOCC2)cc1 (stereo not drawn) | -6 | 3 | -9 | -1 | -6 | -4 | -3 | -12 | 3 | 8 | 18
CSc1nn2cc(CCN3CCOCC3)c(-c3ccc(F)cc3)nc2c1C#N | -2 | 3 | -2 | 10 | 8 | 2 | -3 | -6 | -19 | 1 | -4
Cc1cccc(NC(=O)C(CC(C)C)NC(=O)C2CCC(C)CC2)n1 (stereo not drawn) | -4 | 11 | 10 | 9 | 14 | 1 | 1 | -2 | -1 | 9 | 11
CN(C)CCn1cnc2c1c(=O)[nH]c(=O)n2Cc1ccccc1 | -4 | 1 | -5 | 2 | 6 | -3 | 0 | 5 | 1 | -1 | -3
CC(C)C[C@H](NC(=O)N1c2ccccc2NC(=O)[C@@H]1C(C)C)C(=O)N1CCC[C@@H]1C(=O)O | / | -19 | / | -7 | 5 | -4 | 0 | 27 | -16 | -16 | -2
COC(=O)c1cc(NC(=O)c2ccccc2)c(=O)oc1C/C=N\OCc1ccc(Cl)cc1Cl | -7 | 0 | 10 | -2 | 1 | / | 2 | 5 | -7 | 1 | /
N#CC1=C(Nc2ccccc2Cl)SC2(CCCC2)NC1=O | / | / | / | -12 | 20 | 9 | / | -10 | -14 | -19 | -4
CCCCn1c(N)c(N(CC(C)C)C(=O)CN2C(=O)c3ccccc3C2=O)c(=O)[nH]c1=O | -5 | -3 | 0 | -9 | 0 | -4 | -3 | -5 | -6 | -9 | -15
Cn1cccc1C(=O)c1ccc(Cl)cc1Cl | -4 | -10 | 8 | -3 | -6 | -5 | 0 | 0 | -15 | 10 | -2
COC(=O)c1ccccc1NC(=O)c1ccc(COc2cccc3ccccc23)o1 | -4 | 3 | 0 | 8 | -20 | 0 | 0 | -8 | -18 | 4 | -9
O=C(CSc1nnc(-c2ccc3c(c2)OCO3)n1-c1ccccc1)c1ccc(Cl)cc1 | -7 | -12 | -2 | 6 | -2 | -1 | 3 | -19 | -12 | 16 | 7
FC(F)(F)c1ccc(CN2CCN(Cc3ccco3)CC2)cc1 | -4 | 3 | 0 | 10 | 14 | -1 | 0 | 6 | -17 | -9 | 13
CS(=O)(=O)c1ccc(C(=O)OC2CCOC2=O)cc1[N+](=O)[O-] (stereo not drawn) | -7 | 3 | -7 | 8 | 13 | 24 | 6 | 4 | -16 | 11 | 14
CCN1C(=O)/C(=C\c2cn(-c3ccccc3)nc2-c2cccnc2)SC1=S | -2 | 26 | 4 | 21 | 9 | 1 | / | 13 | -21 | -4 | 76
O=S(=O)(Nc1cccc(Cl)c1)c1ccc(-n2cccn2)cc1 | -6 | 43 | -3 | 32 | 18 | / | 3 | -14 | -1 | 0 | 0
O=C(Nc1ccccc1C(=O)N1CCCC1)c1cccc(S(=O)(=O)N2CCCCC2)c1 | / | -15 | 3 | 21 | 14 | -4 | -1 | 4 | -7 | 7 | -4
CCOC(=O)C1CCN(S(=O)(=O)c2ccc(C(C)=O)cc2)CC1 | / | 3 | -1 | 2 | -17 | -7 | 3 | 0 | -19 | -7 | 19
O=C(NCC(c1ccco1)N1CCCC1)c1cccc(S(=O)(=O)N2CCc3ccccc32)c1 (stereo not drawn) | -19 | / | -4 | 14 | 15 | -3 | / | -22 | -8 | -6 | 24
Cc1ccc(NC(=O)CCl)cc1S(=O)(=O)N1CCCCCC1 | -4 | ? | 24 | 31 | 31 | 4 | -1 | -28 | 6 | -11 | -57
O=C(CSc1ccc(-c2ccc(F)cc2)nn1)N1CCCc2ccccc21 | -2 | -3 | -1 | 12 | -14 | -3 | 1 | -4 | 58 | 2 | 31
COc1ccc(NC(=S)NC(=O)c2cncc(Br)c2)cc1 | -4 | -12 | 0 | -72 | -66 | 1 | -1 | 32 | -72 | -15 | -12
COc1ccc2c(c1OC)C(=O)N1N=C(c3ccc(O)cc3)CC21 (stereo not drawn) | / | -3 | -6 | 3 | 0 | 2 | -4 | -5 | -13 | -3 | -19
COc1ccc(C(=O)C2CCCN(C(=O)c3cc(C)on3)C2)cc1F (stereo not drawn) | -4 | -2 | 0 | 7 | 7 | 0 | -2 | -6 | -12 | 10 | -3
COc1cccc(/C=N/NC(=O)CNC(=O)c2ccco2)c1O | -16 | 1 | 10 | -6 | -6 | -1 | -3 | -4 | -3 | 2 | 29
CCc1ccc(CN2CCC(n3nccc3NC(=O)c3ccccc3Cl)CC2)cc1 | -4 | -3 | 6 | 1 | 5 | -11 | 2 | 14 | 10 | -11 | 15
CCc1ccc(N(C(=O)Cn2nnc(-c3ccccc3)n2)C(C(=O)NC2CCCCC2)c2ccccn2)cc1 (stereo not drawn) | -18 | 6 | 1 | 17 | 4 | 1 | 1 | -35 | -23 | 10 | -3
CCOC(=O)N1CCN(C(=O)CN(c2ccccc2)S(C)(=O)=O)CC1 | -4 | 4 | -1 | -2 | 13 | 1 | 2 | 11 | 2 | 1 | -12
COc1ccc(C(=O)c2ccc(C)cc2)c(OC)c1OC | -18 | 0 | 4 | 7 | -9 | 25 | / | -10 | -38 | -1 | 1
O=C1/C(=C/c2ccc([N+](=O)[O-])cc2)CCC1C1CCCC1 (stereo not drawn) | -20 | -1 | 7 | -93 | -124 | 10 | -4 | 7 | -10 | 4 | -4
O=[N+]([O-])c1cccc2c(S(=O)(=O)N3CCCCC3)cccc12 | -3 | -16 | 10 | 10 | 4 | 6 | 0 | 3 | -63 | -8 | 8
Cc1c(C(=O)N2CCC[C@H]2CO)oc2c(F)cccc12 | -20 | -52 | 11 | -132 | -190 | 3 | -2 | 6 | -16 | 0 | -32
Nc1c(NC=O)c(=O)n(Cc2ccccc2)c(=O)n1Cc1ccccc1 | -4 | -8 | 16 | 9 | 15 | -8 | -1 | -20 | -17 | 5 | 9
COc1cccc(-c2ccc3c(c2)C2CC3CCN2C(=O)c2ccc(Cl)cc2)c1 (stereo not drawn) | -6 | -8 | -1 | 4 | 9 | -1 | / | -19 | -6 | -8 | -2
CCOc1ccc(C(C)=O)cc1COc1ccc(-c2nnco2)cc1 | -5 | 1 | -7 | -7 | 17 | -9 | 5 | 18 | -23 | -7 | 6
O=C(N/N=C/c1cn(-c2ccccc2)nc1-c1cccs1)c1ccccc1F | / | -35 | -5 | -35 | -146 | 2 | 2 | -33 | -62 | 2 | 0
CC1Cc2ccccc2N1C(=O)CN1CCCCC1 (stereo not drawn) | -10 | -5 | 8 | 2 | 9 | -13 | 1 | 6 | -32 | 2 | -2
O=C(CSc1nnc(C2CC2)n1C1CC1)c1ccc(Br)s1 | -13 | -73 | -1 | -151 | -174 | 1 | / | 5 | -43 | -26 | -9
N/C(=N\S(=O)(=O)c1cc(C(F)(F)F)cc(C(F)(F)F)c1)c1ccccc1 | -5 | 3 | 2 | 27 | 18 | 0 | -1 | 11 | 13 | -11 | 52
O=C(Nc1c2c(nn1-c1ccc(F)cc1)CS(=O)(=O)C2)C1CCCC1 | -3 | 2 | 8 | -1 | 3 | 0 | -3 | -16 | 6 | 4 | 6
O=C(Nc1ccc(Cl)c(Cl)c1)OCc1cccnc1 | -5 | -83 | -3 | -95 | -323 | -20 | 0 | 9 | -78 | 6 | -31
CC(=O)C1C(c2cn(-c3ccccc3)nc2-c2cccs2)NC(=O)NC1(O)C(F)(F)F (stereo not drawn) | / | 4 | -5 | -8 | 0 | -4 | 2 | -21 | -10 | 19 | -7
C#CCNCCS(=O)(=O)N(Cc1ccc(Br)cc1)[C@@H](CC(C)C)C(=O)O | -9 | -5 | -2 | -5 | 0 | 5 | / | 14 | -11 | -1 | -7
CC(=O)Nc1cccc(NC(=O)C(=O)c2cn(CC(=O)N3CCCCC3)c3ccccc23)c1 | -2 | -11 | -2 | -124 | -126 | -16 | 7 | 4 | -30 | -1 | -4

Given with values under each structure: part of the list above
Every second line gives: CaV13 FRET inh | TRPM1 prom inh | PDI turbidity | Peg3 promoter | HIF-2a inh | Vif imaging | NR2E3 ag-1 | CF NFkB block | NR2E3 ag-2 | KKLEB cytotox | Shn3 inh set2
- CC(=O)C1C(c2cn(-c3ccccc3)nc2-c2cccs2)NC(=O)NC1(O)C(F)(F)F (stereo not drawn)
→ / | 4 | -5 | -8 | 0 | -4 | 2 | -21 | -10 | 19 | -7
- Nc1c(NC=O)c(=O)n(Cc2ccccc2)c(=O)n1Cc1ccccc1
→ -4 | -8 | 16 | 9 | 15 | -8 | -1 | -20 | -17 | 5 | 9

Bioassay records: PubChem BioAssay, several laboratories
